Source: PubChem
ABCB6 inh MLPCN: human ABCB6 transporter inhibition. AID 602162. K562-ABCB6 porphyrin accumulation, flow cytometry, 1 h; active compounds read low. Q9NP58. fluorescence ratio to DMSO, % at 10 µM. 360,000 compounds, 0.19% hits;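 active means fluorescence ratio to DMSO below 75%, the collection mean minus 3 SD; inconclusive means too few cells collected in the well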;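 further: signal is porphyrin accumulated inside mitochondria; 100% equals median channel fluorescence of DMSO control wells; lower ratio means ABCB6 inhibition with less porphyrin fluorescence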
MC4R barr agon: human MC4R agonism via beta-arrestin; 360,000 compounds, 0.98% hits; AID 540308; activation, % at 8.9 µM; P32245; U2OS MC4R beta-arrestin complementation, luminescence; percent of melanotan II response, DMSO zero;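 active means activation above a per-plate cutoff, the mean activation of sample wells on that plate plus 3 SD, cut at about 8% in these data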
MC4R antag cAMP: antagonists of human melanocortin 4 receptor (MC4R). AID 540295. 360,000 compounds, 0.48% hits. inhibition, % at 6.5 µM. MC4R-expressing cells, MTII-stimulated cAMP, LANCE TR-FRET. P32245;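 active means inhibition above its plate's cutoff, the mean of tested wells on that plate plus 3 SD, cut at about 29% in these data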;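 further: 0% = Melanotan II alone and 100% = Melanotan II plus saturating MCL0020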
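Test system: U2OS cells stably expressing human melanocortin 4 receptor (MC4R); also added: Melanotan II challenge; compound: 6.5 µM single dose; timing: 30-min compound preincubation, 1-h Melanotan II challenge, 1-h detection, room temperature; signal: Eu-cAMP/anti-cAMP TR-FRET, emission 671 nm; repeats: one well per compound, no replicates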
HTR2A ag: activates the mouse 5-HT2A serotonin receptor; 360,000 compounds, 0.66% hits; activation, % at 7.6 µM; CHO-K1 mHTR2A beta-arrestin complementation, luminescence; percent of 30 µM serotonin response;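 active means activation above a run cutoff, the mean activation of all tested compounds plus 3 SD, cut at about 14% in these data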;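 further: 0% = plate median of compound wells and 100% = 30 µM serotonin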
Target sequence (P35363 whole entry, looked up): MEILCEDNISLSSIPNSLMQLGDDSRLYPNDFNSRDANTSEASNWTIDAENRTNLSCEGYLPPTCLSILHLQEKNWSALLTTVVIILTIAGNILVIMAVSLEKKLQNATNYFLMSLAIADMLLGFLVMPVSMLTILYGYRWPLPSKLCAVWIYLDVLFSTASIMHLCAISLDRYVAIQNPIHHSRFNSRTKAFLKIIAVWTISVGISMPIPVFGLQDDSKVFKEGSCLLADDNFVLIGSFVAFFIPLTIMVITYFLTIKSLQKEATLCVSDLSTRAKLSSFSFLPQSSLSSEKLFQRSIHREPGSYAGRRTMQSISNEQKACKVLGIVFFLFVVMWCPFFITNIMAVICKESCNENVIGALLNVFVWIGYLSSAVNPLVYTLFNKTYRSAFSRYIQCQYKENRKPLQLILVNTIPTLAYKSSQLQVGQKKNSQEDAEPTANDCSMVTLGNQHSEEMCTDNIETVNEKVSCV
H9c2 protect: protects H9c2 cardiomyocytes from peroxide injury; protection from H2O2 cell death, % at 20 µM; AID 588492; H2O2 injury protection, ATPLite, 2 h; 360,000 compounds, 0.63% hits;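 active means compounds giving at least 50% protection of heart cells from peroxide-induced death in the single-dose screen, raw or plate-pattern-corrected value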;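 further: 0% = DMSO wells with peroxide and 100% = DMSO wells without peroxide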
PDI inh: PDI (human) enzyme inhibition | P07237 | PDI insulin aggregation turbidity, A650, 90 min | inhibition, % at 10 µM | 350,000 compounds, 0.052% hits | AID 588391;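 active means mean inhibition across replicates of 30% or more, whatever share of single replicates reach that level; inconclusive means mean inhibition below 30% while every single replicate reaches 30%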;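 further: absorbance from insulin aggregation driven by PDI reduction with DTT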
Target sequence (P07237 whole entry, looked up): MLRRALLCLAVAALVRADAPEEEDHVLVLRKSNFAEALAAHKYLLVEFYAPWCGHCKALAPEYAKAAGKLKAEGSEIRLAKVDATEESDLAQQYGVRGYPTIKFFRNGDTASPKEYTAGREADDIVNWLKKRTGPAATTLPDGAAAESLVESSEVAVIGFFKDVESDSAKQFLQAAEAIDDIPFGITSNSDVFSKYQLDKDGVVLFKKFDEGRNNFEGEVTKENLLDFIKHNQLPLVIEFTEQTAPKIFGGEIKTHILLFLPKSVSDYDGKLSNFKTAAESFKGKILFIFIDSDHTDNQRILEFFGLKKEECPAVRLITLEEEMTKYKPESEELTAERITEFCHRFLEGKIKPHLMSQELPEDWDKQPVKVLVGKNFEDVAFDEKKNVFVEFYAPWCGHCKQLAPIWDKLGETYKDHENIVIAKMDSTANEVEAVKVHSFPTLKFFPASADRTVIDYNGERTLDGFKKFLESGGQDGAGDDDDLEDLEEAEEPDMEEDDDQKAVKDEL
CaV13 ICDI inh: Disruptors of the CACNA1D IQ motif to Ca2+-dependent inactivation inhibitor domain association, primary screening, Förster resonance energy transfer in intact living … | 340,000 compounds, 0.098% hits | HEK cells, CFP/YFP FRET ICDI-IQ, plate reader, 10 min; percent FRET-ratio fall versus neutral wells | inhibition, % at 12.3 µM;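 active means mean replicate inhibition of at least 30% and at least 1% of replicates passing that level; inconclusive means only one of the two criteria is met; inactive means neither criterion is met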;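 further: 0% = median of the neutral control wells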
Exocytosis inh: lytic granule exocytosis inhibition; AID 651702; 360,000 compounds, 0.66% hits; inhibition, % at 10 µM; TALL-104 LAMP-1 surface exposure, flow cytometry; cells stimulated with thapsigargin and PMA;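 active means inhibition above about 55%, limit read from the data; inconclusive means no clear call, values can overlap the other calls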
N-glyco inh: blocks N-linked glycosylation in D54 reporter cells. D54 ERlucT glycosylation luciferase reporter, 24 h; percent of 100 nM tunicamycin response. reporter increase, % at 12.5 µM. 360,000 compounds, 0.23% hits. AID 588692;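 active means mean luciferase reporter signal, scaled so untreated is 0 and the glycosylation-blocking control 100, at or above a set limit in every replicate; inconclusive means mean reaches the limit but not every replicate does; inactive means mean below the limit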;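 further: luciferase carries N-glycosylation sites so blocking glycosylation raises the light; 0% = median of neutral control wells and 100% = median of 100 nM tunicamycin wells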
ABHD5 PLIN5 PPI: blocks binding of human ABHD5 to perilipin-5; Split G. princeps luciferase complementation, luminescence, 4 h; inhibition, % at 4 µM; 360,000 compounds, 0.78% hits; AID 602281;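 active means inhibition above the mean inhibition across every tested compound plus 3 SD, cut at about 22% in these data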;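 further: 0% = DMSO only wells and the 100% control is not disclosed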
* = called active by the depositor; ? = inconclusive; . = no result given; & = joins results of further samples.

SMILES | ABCB6 inh MLPCN | MC4R barr agon | MC4R antag cAMP | HTR2A ag | H9c2 protect | PDI inh | CaV13 ICDI inh | Exocytosis inh | N-glyco inh | ABHD5 PLIN5 PPI
C=CCn1c(SCC(=O)N2CCOCC2)nc2scc(-c3ccco3)c2c1=O | 101 | 0.6 | -5 | 5 | 21 | -2 | . | -2 | 0 | 33*
CC[n+]1c(/C=C/c2cc([N+](=O)[O-])ccc2O)ccc2ccccc21 | 109 | -1.9 | 1 | -5 | -4 | -1 | -2 | 2 | -1 | 0
CCn1cc(CN2CCCC(C(=O)Nc3cccc(-n4cccn4)c3)C2)cn1 (centres undefined) | 101 | 1.1 | 5 | 0 | 8 | -6 | -5 | 7 | 0 | -5
COc1ccc(C(C)=O)cc1CN1C(=O)NC2(CCCCCCC2)C1=O | 98 | -3.3 | 13 | 7 | -4 | -1 | -4 | 0 | -1 | -5
Cc1cccc2c1N(C(=O)CN1C(=O)c3ccccc3C1=O)C(C)(C)c1ssc(=S)c1-2 | 98 | -1.3 | 5 | 0 | 0 | 3 | -18 | 6 | -3 | 1
Cc1ccc2nc(-c3ccccc3)cn2c1 | 105 | -1.4 | -4 | -3 | -32 | 14 | -6 | -3 | -20 | -2
Cc1cc(C)c2c(N)c(C(=O)N3CCc4ccccc4C3)sc2n1 | 96 | -0.1 | 6 | 1 | 11 | -1 | 5 | -5 | -3 | -3
CC1CCN(C(=O)COC(=O)/C=C/c2ccco2)CC1 | 95 | -0.1 | 1 | -5 | 4 | -1 | -5 | -20 | -4 | 14
CCOc1cc2[nH]c(=S)n(CCC(=O)N3CCc4ccccc4C3)c(=O)c2cc1OCC | 96 | 1.3 | 0 | 2 | 3 | -3 | -3 | -3 | 0 | -2
O=C(NCc1ccco1)C1CCC(N2C(=O)c3ccccc3C2=O)CC1 (centres undefined) | 101 | -1.9 | 18 | -1 | -1 | 10 | -9 | -1 | 0 | 1
Cc1ccc(OCc2nnc(SCc3ccc(C#N)cc3)n2-c2ccc(C)cc2)cc1 | 95 | 0.7 | 2 | -5 | -6 | 4 | -9 | -3 | -6 | 6
COCCn1c(SCC(=O)c2ccc(CNC(C)=O)o2)nc2ccccc2c1=O | 99 | -1.1 | 1 | 5 | 13 | 1 | . | 1 | . | 5
Cc1ccc(C(O)c2ccc(-n3ccnc3)cc2)cc1 (centres undefined) | 102 | -1.9 | 5 | 2 | -7 | 0 | -20 | 4 | 0 | -4
O=C(CCCOc1ccccc1)NC(=S)Nc1ccccc1 | 98 | 6.7 | 5 | 14 | -6 | -1 | -10 | -2 | 2 | -12
Fc1cccc(CCN2CCN=C2Nc2ccccc2)c1 | 98 | -0.9 | -3 | 1 | 6 | 1 | -4 | -16 | 2 | 3
CC1(C)CC(=O)C(C=NCc2cccnc2)=C(O)C1 | 88 | -2.0 | -7 | 3 | 2 | -2 | -6 | 2 | 2 | -1
COC(=O)[C@H](Cc1ccccc1)[C@@H](C)OS(N)(=O)=O | 93 | -1.4 | 5 | 5 | 1 | -4 | -10 | -8 | 1 | -4
Cc1ccc(NC(=O)Cn2c(-c3ccc(F)cc3)cnc2SCC(=O)Nc2c(C)cccc2C)cc1 | 100 | -0.6 | 10 | 4 | 6 | -11 | -4 | -1 | -2 | 0
CCCNC(=O)C1(C)CCN(C(=O)c2ccc3sccc3c2)C1 (centres undefined) | 95 | 0.1 | 16 | -2 | -1 | -13 | -6 | -3 | -1 | 1
COc1cc2nnn(-c3ccncc3)c2cc1OC | 99 | -0.1 | 7 | 2 | 5 | 6 | -16 | 0 | 0 | 2
CCCCN(CC)C(=O)c1n[nH]c(=O)c2ccccc12 | 100 | 1.8 | -7 | 4 | -1 | 5 | -9 | -2 | 1 | 15
COC(=O)CCN(C(=O)c1ccc(N2CCCCC2)c([N+](=O)[O-])c1)c1ccccn1 | 99 | -1.5 | 5 | -5 | -2 | 3 | -5 | 5 | 2 | 5
CCOC(=O)C1CCN(C(=O)CSc2nc(N)cc(=O)[nH]2)CC1 | 108 | -0.2 | 8 | 1 | -5 | -6 | -4 | -4 | 1 | 3
Cc1cccc(CNc2ncnc3ccc(-c4ccoc4)cc23)c1 | 101 | -0.9 | 9 | -7 | -7 | 5 | ? | 1 | -12 | 5
CCc1ccc(NC(=O)C(=O)NCCN2CCN(Cc3ccc([N+](=O)[O-])cc3)CC2)cc1 | 94 | -1.5 | 1 | -1 | -9 | -6 | -4 | 0 | 1 | 2

A draw from above in order of SMILES length, lowest first.
SMILES | ABCB6 inh MLPCN | MC4R barr agon | MC4R antag cAMP | HTR2A ag | H9c2 protect | PDI inh | CaV13 ICDI inh | Exocytosis inh | N-glyco inh | ABHD5 PLIN5 PPI
Cc1ccc2nc(-c3ccccc3)cn2c1 | 105 | -1.4 | -4 | -3 | -32 | 14 | -6 | -3 | -20 | -2
COc1cc2nnn(-c3ccncc3)c2cc1OC | 99 | -0.1 | 7 | 2 | 5 | 6 | -16 | 0 | 0 | 2
CC1CCN(C(=O)COC(=O)/C=C/c2ccco2)CC1 | 95 | -0.1 | 1 | -5 | 4 | -1 | -5 | -20 | -4 | 14
Cc1cccc(CNc2ncnc3ccc(-c4ccoc4)cc23)c1 | 101 | -0.9 | 9 | -7 | -7 | 5 | ? | 1 | -12 | 5
CC[n+]1c(/C=C/c2cc([N+](=O)[O-])ccc2O)ccc2ccccc21 | 109 | -1.9 | 1 | -5 | -4 | -1 | -2 | 2 | -1 | 0
CCOc1cc2[nH]c(=S)n(CCC(=O)N3CCc4ccccc4C3)c(=O)c2cc1OCC | 96 | 1.3 | 0 | 2 | 3 | -3 | -3 | -3 | 0 | -2
CCc1ccc(NC(=O)C(=O)NCCN2CCN(Cc3ccc([N+](=O)[O-])cc3)CC2)cc1 | 94 | -1.5 | 1 | -1 | -9 | -6 | -4 | 0 | 1 | 2

Later entries
SMILES | ABCB6 inh MLPCN | MC4R barr agon | MC4R antag cAMP | HTR2A ag | H9c2 protect | PDI inh | CaV13 ICDI inh | Exocytosis inh | N-glyco inh | ABHD5 PLIN5 PPI
CC1(C)S[C@@H]2[C@H](NC(=O)[C@H](N)c3ccccc3)C(=O)N2[C@H]1C(=O)O | 106&101 | -1.7&0.8 | -1&13 | 2&1 | 9&-2 | 3&-2 | -6&-6 | -4&1 | 3&1 | 5&-3
CCCc1cc(=O)oc2c(C)c(OCC(=O)NCCCN3CCOCC3)ccc12 | 100 | -1.5 | 8 | 8 | -3 | -4 | -2 | -8 | -2 | -1
O=C(NNc1ccccc1Cl)C(O)(c1cccc(C(F)(F)F)c1)c1cccc(C(F)(F)F)c1 | 99 | -0.6 | 14 | -2 | -19 | 13 | -3 | 24 | -11 | -22
CSCc1ccc(C(=O)N2CCCC(Nc3ccc(F)cc3)C2)o1 (centres undefined) | 93 | 0.2 | 2 | 11 | 3 | -5 | . | -6 | 0 | -2
CCOC(=O)C1=C(C(C)=O)C(c2cccnc2)C(C#N)=C(N)O1 (centres undefined) | 103 | -0.4 | 4 | 0 | 6 | 2 | . | 2 | 1 | 2
CC(Oc1ccccc1)C(=O)N1CCN(c2ccc(N3CCCCCC3)nn2)CC1 (centres undefined) | 111 | -0.6 | -1 | -3 | -9 | 15 | -7 | -2 | 1 | -6
COc1cccc(C2=NOC(C(=O)Nc3cccnc3)C2)c1 (centres undefined) | 103 | -2.0 | 4 | -3 | -2 | -1 | -5 | 1 | 0 | 0
O=C(Cc1c(F)cccc1Cl)Nc1nc2ccccc2s1 | 87 | -3.7 | 4 | 12 | -8 | -5 | -2 | -10 | -6 | -15
CCC(=O)N(CCc1ccc(OC)c(OC)c1)Cc1cc2ccc(C)cc2n2nnnc12 | 91 | 2.7 | 20 | 1 | 2 | 2 | -5 | 0 | 1 | -2
Cc1ccc(NS(=O)(=O)c2cc(C(=O)NCc3ccncc3)ccc2C)cc1 | 96 | -6.1 | 4 | -3 | 0 | -5 | . | -1 | -2 | -1
Cc1nc2ccccc2c(=O)[nH]1 | 132 | -1.3 | 6 | 2 | 69* | -3 | . | -1 | 3 | 7
CCc1cc(=O)oc2c3c(cc(OCC(=O)NCCC(=O)O)c12)OC(C)(C)CC3 | 95 | -1.0 | 9 | -2 | 6 | -1 | -3 | -4 | 1 | 1
CC(C)(C)OC(=O)N1CCN(C(=O)c2[nH]cnc2C(=O)Nc2ccon2)CC1 | 98 | -2.4 | 3 | -1 | 13 | -3 | -5 | -4 | 3 | 6
COc1ccc(NC(=O)N2CCCC2C(=O)NCCc2ccccc2)cc1 (centres undefined) | 94 | 0.8 | 5 | -2 | -6 | 0 | -4 | -3 | 1 | -16
O=C(CCC(=O)Nc1ccc(Cl)cc1)N/N=C/c1ccc2c(c1)OCO2 | 99 | -2.7 | 1 | 3 | -6 | -3 | -6 | -9 | 2 | -4
O=C(O)COc1ccc(/C=C2/SC(=S)N(Cc3ccccc3)C2=O)cc1 | 99 | -2.1 | 10 | -5 | 0 | 8 | -3 | -2 | 0 | -6
O=C(OC(C(=O)Nc1ccc(Cl)cc1C(F)(F)F)c1ccccc1)c1c(Cl)cccc1Cl (centres undefined) | 94 | 0.6 | 4 | -6 | -9 | 3 | -16 | -1 | -7 | -7
Cc1cc(C(=O)Nc2cnn(Cc3ccc(Cl)cc3Cl)c2)no1 | 98 | -0.8 | -3 | -3 | -1 | -5 | -8 | 0 | -2 | -4
CCOc1ccc(C(=O)CSc2nnc(N)s2)cc1 | 91 | -2.2 | -6 | -1 | -8 | -2 | -4 | 0 | 1 | -3
O=C(NCc1cccc(Br)c1)c1cc(-c2ccccc2)nn1CC1CC(c2cccc([N+](=O)[O-])c2)=NO1 (centres undefined) | 93 | -2.1 | 5 | 1 | -25 | 7 | -6 | 2 | -5 | 8
O=S(=O)(CCc1nc2ccccc2s1)c1ccc2ccccc2c1 | 104 | 0.8 | -3 | -1 | 9 | -12 | -5 | 1 | 0 | -8
COc1ccc(NS(=O)(=O)c2cn(C)nc2C)cc1 | 103 | -0.2 | -3 | 1 | -3 | 3 | -5 | 2 | 0 | 0
COc1ccc(-c2nc(C=O)cs2)cc1 | 98 | -1.2 | 6 | 1 | -5 | -2 | -4 | 2 | 3 | 3
CCOc1ccc(NCc2cc3c(C(C)(C)C)nn(-c4ccccc4)c3[nH]c2=O)cc1 | 96 | 11* | 15 | -2 | 58* | -6 | -9 | 15 | -1 | 1
